High-throughput results: PubChem, several laboratories
TLR9-MyD88 inh: blocks human TLR9 binding to MyD88; inhibition, % at 4.98 µM; actives 0.21% (n = 340,000); AID 504734; CHO BLA complementation TLR9-MyD88, CCF4 FRET ratio;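 active = inhibition above the mean over all tested compounds plus 3 SD, cut at about 21% in these data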;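 note: 0% = DMSO only wells and 100% = clavulanate BLA inhibitor control wells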
NCOA2 inhibitor: human SRC2 (NCOA2) inhibition | HEK293 GAL4-SRC2 luciferase reporter, luminescence | Q15596 | inhibition, % at 9 µM | actives 0.17% (n = 370,000);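 active = inhibition above the mean inhibition of all tested compounds plus 3 SD, set per campaign, cut at about 52% in these data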;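 note: 0% = DMSO treated cells and 100% = cells given Gossypol at 36 µM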
NOD2 RIPK2 PPI: blocks binding of human NOD2 to RIPK2; CHO BLA complementation NOD2-RIPK2, CCF4 ratio; actives 0.38% (n = 360,000); O43353; AID 624267; inhibition, % at 4.98 µM; in the data active = inhibition above about 21%;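 note: 0% = vehicle only and 100% = reference blocker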
ABHD5-PLIN5 inh: inhibitors of human ABHD5-perilipin-5 interaction; Q00G26+Q8WTS1; Split G. princeps luciferase complementation, luminescence, 4 h; inhibition, % at 4 µM; actives 0.78% (n = 360,000); AID 602281;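 active = inhibition above the mean inhibition across every tested compound plus 3 SD, cut at about 22% in these data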;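 note: 0% = DMSO only wells and the 100% control is not disclosed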
TROY NFkB inh: inhibitors of TROY-dependent NF-kB signaling. Q293 LMP1-TROYcd NF-kB luciferase reporter, 4 h. inhibition, % at 10 µM. actives 0.98% (n = 360,000);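 active = compounds whose plate-normalised and pattern-corrected inhibition of the luciferase reporter signal at the single screening dose is 50% or more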
NCOA1 inh: inhibitors of human steroid receptor coactivator 1 (SRC1); HEK293 GAL4-SRC1 luciferase reporter, luminescence; Q15788; AID 588354; actives 0.12% (n = 360,000); inhibition, % at 3.6 µM;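 active = inhibition above the campaign mean plus 3 SD, with each screening campaign given its own cutoff, cut at about 60% in these data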;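 note: 0% = DMSO treated cells and 100% = gossypol at 36 µM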
NCOA3 inh: inhibitors of human steroid receptor coactivator 3 (SRC3). inhibition, % at 3.6 µM. actives 0.17% (n = 360,000). HEK293 GAL4-SRC3 luciferase reporter, luminescence;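 active = inhibition above a per-campaign cutoff, the mean of all compounds plus 3 SD, cut at about 60% in these data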;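 note: 0% = DMSO-treated cells and 100% = gossypol-treated cells at 36 µM; higher means less SRC3-driven luciferase light from the GAL4 reporter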
LRH-1 inv ag: suppresses constitutive activity of human LRH-1; HEK293T StAR-luciferase reporter, LRH-1 transfected, 24 h; inhibition, % at 3.6 µM; actives 0.13% (n = 360,000);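 active = inhibition above the mean inhibition of all tested compounds plus 3 SD, cut at about 73% in these data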;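 note: 0% = DMSO wells and 100% = reporter-only cells lacking LRH-1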
Target sequence (O00482 whole entry, looked up): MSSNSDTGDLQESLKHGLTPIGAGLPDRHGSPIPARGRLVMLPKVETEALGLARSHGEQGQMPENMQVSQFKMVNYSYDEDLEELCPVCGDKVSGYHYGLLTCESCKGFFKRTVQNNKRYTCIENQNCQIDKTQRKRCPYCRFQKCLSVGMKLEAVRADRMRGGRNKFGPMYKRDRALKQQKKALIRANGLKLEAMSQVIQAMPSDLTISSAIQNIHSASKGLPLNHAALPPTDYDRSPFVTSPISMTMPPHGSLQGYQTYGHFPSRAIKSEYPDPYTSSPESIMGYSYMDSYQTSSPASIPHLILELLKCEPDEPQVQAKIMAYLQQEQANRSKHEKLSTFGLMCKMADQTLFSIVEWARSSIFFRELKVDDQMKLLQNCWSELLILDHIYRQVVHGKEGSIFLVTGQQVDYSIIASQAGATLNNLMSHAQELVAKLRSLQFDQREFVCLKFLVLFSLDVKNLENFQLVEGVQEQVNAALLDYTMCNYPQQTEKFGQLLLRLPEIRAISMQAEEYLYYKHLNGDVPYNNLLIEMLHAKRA
Exocytosis inh: blocks lytic granule exocytosis. TALL-104 LAMP-1 surface exposure, flow cytometry; cells stimulated with thapsigargin and PMA. inhibition, % at 10 µM. actives 0.66% (n = 360,000);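 active = inhibition above about 55%, limit read from the data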
TWEAK-Fn14 inh: blocks TWEAK-Fn14 interaction in a reporter cell assay; TWEAK-stimulated Fn14 reporter cells, luciferase luminescence, 8 h; inhibition, % at 10 µM; actives 2% (n = 360,000); AID 1159606; in the data active = inhibition above about 50%
NR2F2 inh: blocks human COUP-TFII nuclear receptor; HEK293T NGFI-A luciferase reporter, luminescence; inhibition, % at 8.6 µM; actives 0.7% (n = 370,000); AID 686940;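 active = inhibition above a per-plate cutoff, mean inhibition of test wells between control levels plus 3 SD, cut at about 38% in these data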;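 note: cells cotransfected with COUP-TFII expression vector driving the NGFI-A reporter; 0% = median of COUP-TF2 test wells and 100% = reporter-only cells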
Target sequence (P24468 whole entry, looked up): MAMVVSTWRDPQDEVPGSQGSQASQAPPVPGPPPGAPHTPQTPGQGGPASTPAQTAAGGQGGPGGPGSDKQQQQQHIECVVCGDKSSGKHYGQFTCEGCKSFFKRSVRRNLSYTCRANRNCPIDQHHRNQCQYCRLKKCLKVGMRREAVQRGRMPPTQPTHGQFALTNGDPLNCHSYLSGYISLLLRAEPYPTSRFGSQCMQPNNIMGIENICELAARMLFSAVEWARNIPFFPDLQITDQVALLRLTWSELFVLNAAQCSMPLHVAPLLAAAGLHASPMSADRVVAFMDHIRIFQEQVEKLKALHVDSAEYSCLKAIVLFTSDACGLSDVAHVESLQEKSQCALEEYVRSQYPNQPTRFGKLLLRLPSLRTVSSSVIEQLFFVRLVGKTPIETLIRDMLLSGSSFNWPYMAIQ
The depositor's hits bear a star; nt = no result given.

SMILES | TLR9-MyD88 inh | NCOA2 inhibitor | NOD2 RIPK2 PPI | ABHD5-PLIN5 inh | TROY NFkB inh | NCOA1 inh | NCOA3 inh | LRH-1 inv ag | Exocytosis inh | TWEAK-Fn14 inh | NR2F2 inh
COC(=O)c1cn(Cc2ccccc2C)nn1 | 0 | 15 | -6 | 0 | 5 | 3 | -6 | 7 | -1 | 20 | -3
Cc1cc(C(=O)Nc2nc3c(s2)CCCC3)no1 | 6 | -30 | -2 | 0 | -2 | -96 | -102 | -131 | 1 | 61* | -30
Cn1cnnc1SCC(=O)Nc1sccc1C#N | -1 | -16 | -7 | 2 | -19 | -3 | 20 | -41 | 8 | -8 | 5
Cc1nc2oc3ccc(F)cc3c(=O)c2cc1C(=O)NC(C)(C)C | -1 | -48 | 4 | -2 | -19 | -30 | -16 | -35 | 1 | -18 | 3
Cc1ccc(OCC(=O)N(Cc2ccccc2)c2c(N)n(Cc3ccccc3)c(=O)[nH]c2=O)c(C)c1 | -10 | -1 | -5 | 15 | -6 | -14 | -19 | -12 | 6 | -1 | 9
O=C(CSc1nc2ccc([N+](=O)[O-])cc2[nH]1)NC1CCCCCC1 | -17 | 5 | -3 | -1 | 49 | 11 | 15 | 8 | 2 | 61* | 9
CCC(=O)N(Cc1ccco1)c1nc(-c2cc(OC)ccc2OC)cs1 | 3 | -17 | 8 | -5 | 2 | -17 | 3 | 12 | -1 | -6 | 4
CC(=O)Nc1ccc(SCc2c(C)noc2C)cc1 | -4 | -25 | -8 | -11 | -5 | -14 | 5 | 2 | -3 | -15 | -6
CCNc1nc(NCC)nc(N(C)N)n1 | 6 | -8 | -2 | 0 | 2 | 8 | 3 | -3 | -1 | -15 | 20
Cc1ccccc1C(=O)NC[C@@H]1CCCN2CCCC[C@H]12 | -3 | -31 | -10 | 4 | 22 | 9 | -4 | -4 | -14 | 1 | -3
CN(C)CCCN(C(=O)c1ccco1)c1nc2ccc(Br)cc2s1 | -3 | -5 | -3 | 25* | -69 | -17 | 7 | 1 | -1 | -54 | 0
O=C1CN(C(=O)COC(=O)c2ccccc2NC(=O)c2ccco2)c2ccccc2N1 | 7 | 13 | -7 | -2 | -16 | 7 | 7 | -1 | -1 | 30 | 17
O=C(c1ccc(-n2cccn2)cc1)N1CCN(c2ncccc2C(F)(F)F)CC1 | -13 | -6 | -7 | 2 | -17 | 13 | -2 | -20 | -7 | -19 | 10
COC(=O)c1ccccc1N1C(=O)C2C(C1=O)[C@H]1C=C[C@@H]2C1 (stereo not given in full) | 1 | -30 | -3 | 1 | -8 | 4 | 5 | -3 | -5 | 2 | 3
Cc1cc(=O)oc2cc(NS(=O)(=O)c3ccccc3)ccc12 | -9 | 3 | -11 | 0 | -11 | 1 | 5 | 9 | 5 | -3 | 11
Cn1c(=O)c2c(nc(NCc3ccco3)n2C/C=C/c2ccccc2)n(C)c1=O | 3 | -4 | -1 | -1 | 41 | 37 | 48 | 19 | 29 | 55* | 7
CCNC(=O)COC(=O)/C=C/c1ccccc1[N+](=O)[O-] | -9 | 3 | 3 | -5 | -2 | 5 | 5 | 0 | -1 | -9 | 5
O=C(CNS(=O)(=O)c1ccccc1)N1CCN(C(=O)c2ccco2)CC1 | 1 | 5 | -2 | 3 | -1 | -7 | -16 | 15 | -6 | -18 | -17
Cc1ccc(S(=O)(=O)NCC(=O)N2CCN(c3ccccc3F)CC2)cc1 | -9 | nt | -15 | 7 | -1 | -7 | 9 | -9 | -2 | 2 | nt
Cc1cccc(C(=O)OCC(=O)c2c(N)n(CC(C)C)c(=O)n(C)c2=O)c1O | -10 | 32 | -14 | 5 | 36 | -2 | 10 | 11 | 8 | 24 | 3

The closing four records of the part before come first, to join the parts:
SMILES | TLR9-MyD88 inh | NCOA2 inhibitor | NOD2 RIPK2 PPI | ABHD5-PLIN5 inh | TROY NFkB inh | NCOA1 inh | NCOA3 inh | LRH-1 inv ag | Exocytosis inh | TWEAK-Fn14 inh | NR2F2 inh
CCNC(=O)COC(=O)/C=C/c1ccccc1[N+](=O)[O-] | -9 | 3 | 3 | -5 | -2 | 5 | 5 | 0 | -1 | -9 | 5
O=C(CNS(=O)(=O)c1ccccc1)N1CCN(C(=O)c2ccco2)CC1 | 1 | 5 | -2 | 3 | -1 | -7 | -16 | 15 | -6 | -18 | -17
Cc1ccc(S(=O)(=O)NCC(=O)N2CCN(c3ccccc3F)CC2)cc1 | -9 | nt | -15 | 7 | -1 | -7 | 9 | -9 | -2 | 2 | nt
Cc1cccc(C(=O)OCC(=O)c2c(N)n(CC(C)C)c(=O)n(C)c2=O)c1O | -10 | 32 | -14 | 5 | 36 | -2 | 10 | 11 | 8 | 24 | 3
O=C(Nc1ccc2c(c1)OCCO2)C1CCN(c2nnnn2-c2ccccc2)CC1 | 7 | -14 | 6 | 4 | -10 | -2 | 4 | -11 | -4 | -10 | 5
Nc1c(C(=O)O)cnn1-c1ccccc1 | -6 | -19 | -5 | -1 | -32 | -14 | 8 | -3 | 0 | -26 | 9
Cc1ccccc1NC(=S)N1CCCN(Cc2ccc(F)cc2)C1 | 2 | 15 | 0 | 6 | -15 | -28 | 15 | 12 | -7 | 5 | -7
Cc1ccccc1OCC(=O)N/N=C/c1ccc([N+](=O)[O-])o1 | 9 | 33 | -24 | 11 | -15 | -11 | 2 | 52 | 20 | 9 | 23
CN(C)c1ccc(NC(=O)/C=C/c2ccccc2Cl)cc1 | -1 | -60 | -12 | 3 | -64 | -40 | -41 | -51 | -3 | -28 | -29
CCOC(=O)c1c(C)[nH]c(C(=O)N2CCCC(C(=O)c3cccc(OC)c3)C2)c1C (stereo not given) | 7 | 1 | -15 | -3 | 19 | -41 | 13 | -7 | 1 | 7 | 2
CCSc1nnc2c(n1)OC(C)(C)Nc1ccccc1-2 | -6 | -22 | 4 | 0 | -67 | -39 | -49 | -30 | 2 | 7 | -14
O=C(Nc1ccc(N2CCN(C(=O)c3ccccc3)CC2)cc1)c1cc([N+](=O)[O-])ccc1N1CCOCC1 | 3 | 2 | -5 | -1 | 1 | 7 | 20 | 5 | -3 | -2 | 12
CCOC(=O)C(=O)Nc1ncc(Cl)s1 | -2 | -5 | -1 | 5 | -1 | -11 | 19 | 9 | 7 | -8 | 0
COc1ccc2[nH]c(C(=O)N/N=C/c3ccccc3OC)cc2c1 | -4 | 2 | -8 | -11 | -9 | -20 | -12 | 10 | 20 | 21 | 24
O=C(c1ccco1)N1CCCN(Cc2nc(-c3ccc4c(c3)OCO4)no2)CC1 | -6 | 4 | 7 | -1 | -11 | -15 | 6 | 6 | -3 | -5 | -4
CCOC(=O)CCCNC(=O)c1cncc(Br)c1 | 5 | -9 | -5 | 1 | -16 | 3 | 13 | 13 | 0 | 2 | -13
Cc1ccc(Nc2nc(N)nc(CN3CCN(Cc4ccc5c(c4)OCO5)CC3)n2)cc1 | 5 | 35 | -1 | 0 | 7 | -3 | 11 | 18 | 0 | 5 | 8
Cc1nc(NC(=O)CSc2ccc(-c3nc4ccccc4[nH]3)cn2)sc1C | 3 | -59 | 4 | -8 | -40 | -73 | -71 | -88 | 2 | 20 | -27
CCOC(=O)Cc1csc(SCc2cc(=O)oc3cc(O)ccc23)n1 | 4 | 19 | 2 | 5 | 23 | -3 | 12 | 15 | 5 | 1 | -21
CC(=O)N1CC(=O)N=C1SCC(=O)Nc1nc(C)c(-c2ccccc2)s1 | -5 | 11 | -10 | 14 | -17 | -27 | -17 | -50 | -5 | -5 | 13
C/C(=N\NC(=O)c1cccc(F)c1)c1ccc(NC(=O)Cc2ccccc2)cc1 | -3 | -65 | -14 | -2 | -60 | -114 | -114 | -109 | 0 | -20 | -39
COc1ccc(C(O)c2nc(-c3cnn(C)c3)cs2)cc1 (stereo not given) | nt | 13 | -7 | 3 | -7 | -23 | 11 | 6 | 4 | 8 | -9
N#CCc1cnc2ccccc2n1 | -4 | -17 | -1 | 2 | -16 | 9 | -18 | 4 | -5 | -4 | 0
CCN(CC)c1cc2c(c3c1ccn3C)C1CCC2O1 (stereo not given) | nt | -3 | -28 | 4 | 10 | 5 | -15 | 34 | -6 | -19 | 5
O=C(CSCCc1ccccn1)Nc1cccnc1Cl | -4 | 2 | -12 | -7 | -8 | -3 | -33 | -1 | -3 | 18 | 0
O=c1c2ccccc2nc2sc(Nc3ccc(F)cc3)nn12 | -4 | -35 | 0 | -1 | -58 | -83 | -106 | -60 | 10 | 16 | -65
Cc1nnc(NC(=O)c2ccc(C)c(S(=O)(=O)N3CCOCC3)c2)s1 | 3 | -6 | 1 | -5 | -25 | -11 | 7 | -15 | -3 | 5 | -13
O=C1CCc2cc(S(=O)(=O)N3CCC(C(=O)NC4CCCC4)CC3)ccc2N1 | 4 | -6 | -4 | 9 | 1 | -10 | 6 | -1 | -6 | -36 | 14
Cc1ccc(C)c(OCCCCn2ccnc2)c1 | 12 | -3 | 3 | 10 | -1 | -3 | -3 | -29 | 1 | 3 | -6
CCOC(=O)c1c(-c2ccccc2)csc1NC(=O)CSc1nncs1 | 1 | 19 | -2 | -8 | 33 | 4 | 4 | -28 | -5 | 40 | 13
CCCCC(=O)N/N=C(\C)c1cccc(NC(=O)C2CC2)c1 | -2 | -32 | -6 | 0 | -16 | 3 | 3 | 17 | -2 | -6 | -11
O=C(NN1C(=O)C2C3C=CC(C3)[C@H]2C1=O)c1cccnc1 (stereo not given in full) | -7 | 3 | 1 | 4 | 12 | -21 | -8 | 5 | -4 | -14 | -5
O=C(N/N=C/c1c[nH]c2ccccc12)c1cc2ccccc2o1 | -1 | -40 | -8 | 0 | -43 | -5 | -4 | -21 | 0 | 16 | -3
NC(CC(=O)O)c1ccc(Br)cc1 (stereo not given) | -3 | 1 | -3 | 5 | 5 | -7 | 22 | 4 | 0 | -18 | -5
COc1ccc(-c2ccc3[nH]c4c(c3c2)CCN2C[C@H]3[C@H](C)ON(C)[C@H]3C[C@@H]42)cc1 | 19 | -18 | 6 | 6 | 1 | 1 | -10 | 13 | 6 | 76* | -20
CCc1cccc(N(C)C(N)=Nc2cccc3ccccc23)c1 | 11 | 1 | -12 | 5 | -2 | 4 | -34 | -23 | 2 | 19 | 4
N#CCCn1nc2c(c1N)CCC2 | -3 | -27 | -7 | 5 | -9 | -2 | -5 | -20 | -2 | 12 | 4
CCCC(=O)N1c2ccccc2NC2=C(C(=O)CCC2)C1c1ccc(F)cc1 (stereo not given) | 4 | -7 | 0 | 3 | -11 | -7 | 16 | -10 | -1 | 7 | -3
CCS(=O)(=O)N1Cc2ccccc2CC1C(=O)Nc1cccc(C)c1 (stereo not given) | 0 | 4 | -4 | 3 | -39 | -38 | -22 | -29 | -2 | -11 | -29
CC(C)Nc1ncnc2c1ncn2[C@H]1CN(Cc2ccco2)C[C@@H](CO)O1 | nt | -12 | 9 | -4 | -3 | 0 | 5 | -15 | -2 | -2 | -13
Cn1cccc1C(=O)NC(=O)COC(=O)Cc1coc2ccc3ccccc3c12 | 2 | 2 | -18 | 5 | 14 | 5 | 3 | 11 | 0 | 10 | 2

Only part of the results is shown, so the mix of outcomes need not match the whole.
